Source: PubChem BioAssay (several laboratories)
GSK3A inh = human GSK-3 alpha kinase inhibition; ADP-Glo luminescence, 60 min; actives 0.1% (n = 320,000); inhibition, % at 10 µM; P49840;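 in the data active means inhibition above about 50%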;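 further: GST-tagged GSK-3 alpha with peptide substrate and 25 µM ATP; 0% = DMSO neutral wells and 100% = GW8510 positive control wells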
Target sequence (P49840 whole entry, looked up): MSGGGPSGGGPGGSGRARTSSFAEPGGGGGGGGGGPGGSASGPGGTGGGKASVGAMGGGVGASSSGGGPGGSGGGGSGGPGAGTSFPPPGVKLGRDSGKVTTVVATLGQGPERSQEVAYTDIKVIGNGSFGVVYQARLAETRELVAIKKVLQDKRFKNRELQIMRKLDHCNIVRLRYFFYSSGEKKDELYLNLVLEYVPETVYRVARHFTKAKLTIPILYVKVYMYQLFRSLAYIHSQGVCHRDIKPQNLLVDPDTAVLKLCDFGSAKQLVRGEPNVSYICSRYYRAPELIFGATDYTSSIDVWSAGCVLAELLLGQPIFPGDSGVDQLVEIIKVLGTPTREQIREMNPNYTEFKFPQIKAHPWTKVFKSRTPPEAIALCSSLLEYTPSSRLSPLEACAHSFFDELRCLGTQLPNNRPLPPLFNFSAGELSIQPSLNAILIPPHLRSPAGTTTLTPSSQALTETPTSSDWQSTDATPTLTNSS
GSK3B inh = human GSK3beta kinase inhibition; P49841; activity score (negative = inhibition), % at 10 µM; AID 2097; actives 0.038% (n = 300,000); GST-GSK3beta kinase, ADP-Glo luminescence, 60 min; stronger effect = lower value;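 active means more than half of replicate wells score below -50%, meaning over 50% inhibition versus plate controls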;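 further: 0% = median DMSO wells and -100% = median GW8510 positive control wells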
Target sequence (P49841 whole entry, looked up): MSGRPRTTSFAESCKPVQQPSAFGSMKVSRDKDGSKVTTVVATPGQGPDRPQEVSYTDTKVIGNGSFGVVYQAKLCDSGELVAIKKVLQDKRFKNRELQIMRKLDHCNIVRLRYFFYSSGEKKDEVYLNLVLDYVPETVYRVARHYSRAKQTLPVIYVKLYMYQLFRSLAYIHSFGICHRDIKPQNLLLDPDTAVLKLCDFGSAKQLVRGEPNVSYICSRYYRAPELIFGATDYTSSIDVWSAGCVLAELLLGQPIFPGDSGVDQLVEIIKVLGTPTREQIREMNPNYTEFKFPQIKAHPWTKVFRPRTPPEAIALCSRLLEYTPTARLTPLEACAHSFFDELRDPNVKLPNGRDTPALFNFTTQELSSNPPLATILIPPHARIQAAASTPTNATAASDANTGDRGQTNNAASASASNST
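Test system – GST-tagged human GSK3beta kinase, cell-free · Incubation – 60 min enzyme reaction, room temperature · Signal – ADP-Glo luminescence · Also added – peptide substrate and ATP at 25 µM · Controls – DMSO neutral wells and GW8510 at 20 µM as positive · Buffer or medium – Tris/MgCl2 kinase buffer · Measure – Luminescence-derived activity versus plate DMSO and GW8510 wells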
HSP90 refold inh = blocks HSP90-mediated luciferase refolding in reticulocyte lysate. Rabbit reticulocyte lysate, luciferase refolding luminescence, 3 h. inhibition, % at 5.6 µM. actives 0.91% (n = 290,000). AID 1789;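 active means inhibition above the screen-wide mean plus 3 SD, computed separately per campaign, cut at about 16% in these data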;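 further: 0% = DMSO wells and 100% = 60 µM geldanamycin wells; inhibitors lower the luminescence because luciferase stays unfolded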
PolyA inhibitor = yeast polyadenylation inhibition; S. cerevisiae SKY197-pL101 polyadenylation reporter, beta-gal luminescence; efflux-impaired pdr1/pdr3 knockout yeast; score 100 = 6 SD above DMSO; calls only at 12 µM; actives 0.02% (n = 300,000);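 active means lowest replicate activity score at least 50, where 100 means six control SD above control mean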;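 further: yeast exposed to compound for 9 h at 30 °C; higher score means more reporter readthrough which indicates perturbed polyadenylation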
KLF5 inhibitor = suppresses KLF5 promoter-driven expression; DLD-1 KLF5 promoter-luciferase reporter, luminescence; AID 1700; inhibition, % at 5 µM; actives 0.23% (n = 290,000);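 active means inhibition above a per-plate limit of that plate's mean compound inhibition plus 3 SD, cut at about 60% in these data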;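 further: 0% = DMSO wells and 100% = LY294002 at 200 µM; higher means less KLF5 promoter-driven luciferase light; inactives centre near -14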
aSyn 5UTR inh = 5' untranslated region of α-synuclein, MLPCN primary screen | alpha-synuclein 5'UTR reporter, inhibitor activity | inhibition, % (tested at 7.5 µM) | actives 0.82% (n = 300,000); in the data active means inhibition above about 60%;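 further: H4 neuroglioblastoma cells stably carrying SNCA 5'UTR luciferase fusion; 0% = DMSO wells and 100% = positive control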
HSF1 inh = HSF1 inhibition | NIH3T3-HGL HSE-luciferase, MG132-induced, luminescence 8 h; stronger effect = lower value | activity change, negative = inhibition, % at 7.5 µM (by protocol) | actives 0.77% (n = 300,000);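 active means more than half of replicate wells show activity change below -50%, luminescence cut by over half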;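 further: luciferase reports HSF-1 transcriptional activity via heat shock element; 0% = median of DMSO wells and -100% = zero luminescence signal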
IEC-6 cytotox = counter-screen for KLF5 inhibitors: cytotoxicity in IEC-6 cells | actives 0.78% (n = 290,000) | inhibition, % at 5 µM | IEC-6 cytotoxicity, luminescence viability; in the data active means inhibition above about 22%;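 further: 0% = plate median of test compound wells and 100% = cytotoxic reference compound wells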
HSF1 activator = increases HSF-1 driven luciferase reporter signal. NIH3T3-HGL HSF-1 luciferase reporter, MG132, 8 h; 100% = twice DMSO control signal. activation, % at 9 µM. actives 1.7% (n = 300,000). AID 504408;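 active means mean replicate activation of at least 50% with a set share of replicates each reaching 50%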;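 further: 0% = median of the neutral control wells and 100% = twice that signal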
AI-2 QS modul = Vibrio harveyi AI-2 quorum sensing modulation; actives 0.4% (n = 300,000); AID 2094; activity change, % at 7.5 µM; Vibrio harveyi JMH597 AI-2 luminescence/OD600 ratio, 9 h; stronger effect = lower value; strain lacks LuxN and CqsS sensors; 0 = neutral-control median; in the data active means activity change below about -75%, passing the limit was not always enough;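 further: luminescence divided by OD600 gain over 9 h not by final OD600 alone; inactives centre near 13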
* = called active by the depositor; i = inactive; · = no result given. The list is partial; count on the stated rates, not on these rows.

SMILES	GSK3A inh	GSK3B inh	HSP90 refold inh	PolyA inhibitor	KLF5 inhibitor	aSyn 5UTR inh	HSF1 inh	IEC-6 cytotox	HSF1 activator	AI-2 QS modul
CCc1ccc(-c2cc(C(=O)NN3CCOCC3)c3ccccc3n2)cc1	0	0	-3	i	-61	-21	16	1	13	-2
COc1ccc(CCCc2nnc(SCc3nc4ccccc4c(=O)[nH]3)n2C)cc1	-2	-4	-6	i	-35	14	14	4	21	21
CCOC(=O)N1CCN(C(=O)C2CCN(Cc3ccc(OC)cc3OC)CC2)CC1	-1	-1	2	i	-13	-7	-46	5	-60	42
Cc1c(NC(=O)CSc2nnc(-c3cccc(Cl)c3)o2)c(=O)n(-c2ccccc2)n1C	-3	1	-1	i	-11	-16	4	1	14	-4
Cn1c(O)c(N=NC(=O)CNC(=O)c2ccco2)c2ccccc21	-2	2	-3	i	-35	3	-4	-4	0	14
Cc1cccc(C(=O)NNC(=O)c2cccc([N+](=O)[O-])c2)c1	1	1	1	i	-7	13	-3	2	14	46
O=C(NCCC1=CCCCC1)c1ccc([N+](=O)[O-])cc1	-2	3	13	i	-131	-147	23	4	53*	12
O=C(Nc1ccc2c(c1)OCO2)c1cncc(Br)c1	-2	-4	-1	i	-40	-191	6	2	-1	-8
CNc1ncc(C(=O)c2ccccc2)s1	7	-4	-7	i	-54	-66	28	-2	57*	-8
COC(=O)[C@H](C)NC(=O)NCc1ccc(S(N)(=O)=O)cc1	·	0	1	i	-2	7	-6	2	-6	13
O=C(Nc1ccc2c(c1)OCCO2)N1CCN(c2ccc(F)cc2)CC1	-3	-3	3	i	-62	-88	-58*	0	-60	7
CCOC(=O)Nc1nnc(-c2ccccc2OC)s1	0	1	-2	i	-30	-2	3	7	1	9
O=C(N/N=C/c1cccnc1)c1ccc(NC(=O)c2ccccc2Cl)cc1	4	-4	-7	i	-3	33	3	7	6	28
Cc1cccc(OCC(=O)N2CCc3ccccc3C2)c1	0	3	-3	i	-33	-33	12	-3	17	31
CC(C)N1CCc2c(sc(NC(=O)Cc3ccccc3)c2C(N)=O)C1	0	0	-1	i	-13	-3	-4	-14	-4	2
Cc1ccc2[nH]c(C(=O)O)c(NC(=O)CN3CCN(c4cccc(C)c4C)CC3)c2c1	-5	-1	-1	i	-6	21	-10	6	-1	26
CN1CCN(C2=C(Cl)C(=O)N(c3cccc(Cl)c3)C2=O)CC1	-1	-2	2	i	-8	7	4	-7	3	16
CC(C)(C)c1ccc(C(=O)NNC(=O)c2cccc(Br)c2)cc1	2	-2	-1	i	2	-61	5	-3	9	17
NC(=O)c1nsc(C(=O)N(c2ccc(F)cc2)C(C(=O)NCC2CCCO2)c2c[nH]c3ccccc23)c1N (stereo unspecified)	-2	2	0	i	-46	7	1	-1	9	19
Cn1nc(NC(=O)CC(C)(C)CC(=O)O)c2ccccc21	-2	1	0	i	-12	10	-1	4	-14	5
c1csc(CSc2nc3ccccc3s2)c1	-1	2	-5	i	-115	-280	31	-4	56*	-33
CCOC(=O)c1c(C)oc2c1c(C(c1cccnc1)N1CCCCC1)c(O)c1ccccc12 (stereo unspecified)	-3	3	8	i	-5	-146	11	13	0	34
O=C(c1cc(F)c(F)cc1Cl)N1CCCCC1	-3	-3	-6	i	-6	-11	-3	-5	-12	1
COc1cccc(OC)c1C(=O)Nc1ccc2c(c1)N(S(=O)(=O)c1cccs1)CCC2	-2	3	2	i	-8	-3	1	-9	14	19
COC(=O)NN=C1CCC(c2ccccc2)CC1 (stereo unspecified)	·	0	7	·	0	·	·	5	·	-8

Reprinted from the part before: two compounds, then new ones.
SMILES	GSK3A inh	GSK3B inh	HSP90 refold inh	PolyA inhibitor	KLF5 inhibitor	aSyn 5UTR inh	HSF1 inh	IEC-6 cytotox	HSF1 activator	AI-2 QS modul
COc1cccc(OC)c1C(=O)Nc1ccc2c(c1)N(S(=O)(=O)c1cccs1)CCC2	-2	3	2	i	-8	-3	1	-9	14	19
COC(=O)NN=C1CCC(c2ccccc2)CC1 (stereo unspecified)	·	0	7	·	0	·	·	5	·	-8
NC(=O)c1nsc(C(=O)N(CC(=O)NCc2ccc3c(c2)OCO3)C2CCCC2)c1N	-1	-4	2	i	-5	1	1	-2	4	23
CCNC(=O)CP(=O)(c1ccccc1)c1ccccc1	-4	-4	-1	i	1	14	-11	0	-31	-5
CCC(=O)Nc1cccc(-c2cc3ccccc3oc2=O)c1	0	2	19*	i	-26	-58	-30	7	-37	-2
CCOc1ccc(NC(=O)CC2C(=O)N(c3cccc(OC)c3)C(=O)N2C(C)C)cc1 (stereo unspecified)	-2	0	-2	i	-21	-14	0	-1	-7	7
Cc1ccc(C)c(S(=O)(=O)NCC(c2ccc3c(c2)OCO3)N2CCOCC2)c1 (stereo unspecified)	0	-1	·	i	·	5	3	·	14	-21
O=C(CCS(=O)(=O)c1ccc(F)cc1)Nc1nnc(-c2cccs2)o1	4	0	·	i	·	-10	5	·	10	21
O=C(/C(=C/c1ccc(Cl)cc1)c1nc2ccccc2[nH]1)c1cccs1	0	-1	3	i	-61	-178	175	3	241*	23
CCOc1cc(Cl)c(S(=O)(=O)NCCCn2ccnc2)cc1Cl	-2	-2	5	i	-3	-10	-12	8	-15	0
Cc1cc(Cc2cc(C)c(N)cc2C)c(C)cc1N	-3	-6	-1	i	-26	6	-1	4	6	9
COc1cccc(C2C(C#N)=C(N)Oc3cc(C)n(Cc4ccccn4)c(=O)c32)c1OC (stereo unspecified)	0	0	-5	i	-2	-30	3	-4	13	12
NC(=O)c1nc(-c2ccccc2)c(-c2ccccc2)[nH]c1=O	-1	-7	·	i	·	-9	2	·	0	14
Cc1ccc(NC(=O)Cn2ccc([N+](=O)[O-])n2)cc1C	0	2	-3	i	-13	-9	-6	5	-14	12
Cc1ccc(S(=O)(=O)NC2=NCN(CCOC(=O)c3ccc([N+](=O)[O-])cc3)CN2)cc1	-1	0	-1	i	-11	-20	-1	0	-4	11
COc1ccccc1Oc1cn[nH]c1-c1ccc(O)cc1O	1	0	-3	i	-17	-9	0	5	22	15
COc1ccc(C(=O)O/N=C(\N)c2ccc(OC)c(OC)c2)cc1	2	-2	4	i	-54	-139	24	16	66*	30
CC(=O)c1cc2c(cc1NS(=O)(=O)c1ccc(C)cc1)OCO2	0	0	7	i	-16	1	-7	0	4	18
COc1ccc(CNC(=O)C(c2ccccc2F)N(C(=O)c2csnn2)C2CC2)cc1 (stereo unspecified)	2	·	0	i	-2	-2	-1	2	18	·
COc1ccc(OC)c(S(=O)(=O)N2CCN(CC(O)COc3ccccc3)CC2)c1 (stereo unspecified)	-1	0	0	i	9	3	0	6	3	-5
CCN(CC)P(=O)(Nc1ccc(C)cc1Br)c1ccc(N(C)C)cc1NC(=O)c1ccco1 (stereo unspecified)	-1	0	2	i	-3	-43	0	-4	28	20
COc1cccc(-c2nc(CS(=O)(=O)CC(=O)NC3CCCCC3C)c(C)o2)c1 (stereo unspecified)	-3	2	8	i	-12	11	2	-1	-3	4
O=C(NCc1ccccn1)c1cc2n(n1)C(C(F)(F)F)CC(c1ccco1)N2 (stereo unspecified)	1	1	2	i	-30	-15	7	-4	37	19
Nc1nnc(CCC2CCCCC2)s1	-1	0	-4	i	4	-8	9	0	-6	29
CCOc1ccccc1NC(=O)NC(C)c1ccc2c(c1)OCO2 (stereo unspecified)	2	-4	3	i	11	19	10	2	12	-3
C[C@@H]1C(=O)O[C@H]2[C@H](O)[C@@]34[C@H]5C[C@@H](C(C)(C)C)[C@]36[C@@H](OC(=O)[C@@H]6O)O[C@@]4(C(=O)O5)[C@@]12O	-2	1	4	i	-38	-10	-6	-2	29	3
CCOc1cc(C(C(=O)NCC2CCCO2)N(C(=O)Cn2nnc3ccccc32)c2cccc(OC)c2)ccc1O (stereo unspecified)	4	2	-1	i	-28	-11	-5	-6	-1	5

Next results:
SMILES	GSK3A inh	GSK3B inh	HSP90 refold inh	PolyA inhibitor	KLF5 inhibitor	aSyn 5UTR inh	HSF1 inh	IEC-6 cytotox	HSF1 activator	AI-2 QS modul
Cc1ccc(C)c(OCC(=O)Nc2ccc(C(=O)O)cc2NC(=O)COc2cc(C)ccc2C)c1	-2	2	1	i	5	-4	5	-13	8	18
COc1ccc(S(=O)(=O)NCC2CCCO2)cc1C(=O)O (stereo unspecified)	3	2	-8	i	-40	-12	-1	0	15	18
CN1CCN(NC(=O)Nc2ccc([N+](=O)[O-])cc2)CC1	2	-3	-1	i	-34	0	-8	-3	-8	5
O=C(NC(=S)Nc1cc(Cl)ccc1O)c1cccc(Br)c1	-1	0	-4	i	-49	-81	14	10	13	-28
CCS(=O)c1scc(-c2ccc(Cl)cc2)c1C#N (stereo unspecified)	12	0	1	i	-10	-20	-1	-1	8	19
COc1ccc(C(=O)Nc2cccc(C(=O)N3CCCCC3)c2)cc1	2	-3	-1	i	-22	-7	1	1	3	-4
Cc1cc(CNC(=O)CC2C(=O)NCCN2CC(c2ccccc2)c2ccccc2)on1 (stereo unspecified)	1	-3	4	i	-14	2	1	1	0	-6
O=C(N/N=C/c1cccc([N+](=O)[O-])c1)C1CC(=O)N(c2ccc(Br)cc2)C1 (stereo unspecified)	-1	0	2	i	-23	45	10	1	15	7
CCC1(c2ccccc2)NC(=O)N(CC(=O)Nc2ccc(N3CCCC3)cc2C)C1=O (stereo unspecified)	-1	0	·	i	·	10	5	·	-15	14
CCCCCCCOc1ccc(OC(=O)c2cccnc2)cc1	-2	0	-1	i	-18	23	5	13	15	25
O=C(c1cc2ccccc2cc1O)N1CCN(c2ccc([N+](=O)[O-])cc2)CC1	-6	-3	·	i	·	22	2	·	-9	33
COCCOc1ccc(C(F)(F)F)cc1NC(=O)Cc1ccc(S(=O)(=O)N2CCOCC2)s1	-1	2	·	i	·	17	18	·	17	-6
CCCCN(CC)CCCNC(=S)Nc1ccc2nc3n(c(=O)c2c1)CCCCC3	-3	1	1	i	-27	10	11	-3	5	11
C/C(N)=C(/C#N)C(=O)CSc1cc(C)c2cc(C)cc(C)c2n1	-3	1	-1	i	-1	37	11	-1	20	-2
O=[N+]([O-])c1ccccc1Oc1cnc2ccccc2n1	-1	1	-2	i	7	19	-11	0	-13	2
O=C(NNS(=O)(=O)c1ccccc1[N+](=O)[O-])c1cc2ccccc2cc1O	-4	0	-2	i	6	-24	-6	0	-28	39
CC(C)(C)c1cc(CN2CCCCC2)cc(C(C)(C)C)c1O	0	0	8	i	-22	37	-11	1	-10	8
COc1ccc(C(C)=O)cc1COC(=O)c1cnc(Cl)c(Cl)c1	-6	2	1	i	0	18	2	-2	20	17
CN(C)c1ccc(CNc2ncn[nH]2)cc1	1	-4	4	i	-4	10	1	4	9	19
O=C(Nc1cc(Cl)ccc1N1CCOCC1)c1ccco1	·	1	-7	i	-17	15	-5	3	16	9
O=C(Cc1ccc(NS(=O)(=O)c2ccc(F)cc2)cc1)NCc1ccccc1	·	3	-5	i	-14	6	-3	6	-5	4
